# From PubChem
# Rev-erbA mod: modulates human Rev-erb alpha binding to DNA | AID 1259318 | activity, % at 10 µM | P20393 | Rev-erbα–FITC-DNA binding, fluorescence polarization, 90 min | hit rate 0.79% among 370,000;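 active = activity above about 14%, limit read from the data; passing the limit was not always enough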;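 also: 0% = DMSO wells with 35 nM protein and 100% = DMSO wells with 750 nM protein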
# Target sequence (P20393 whole entry, looked up): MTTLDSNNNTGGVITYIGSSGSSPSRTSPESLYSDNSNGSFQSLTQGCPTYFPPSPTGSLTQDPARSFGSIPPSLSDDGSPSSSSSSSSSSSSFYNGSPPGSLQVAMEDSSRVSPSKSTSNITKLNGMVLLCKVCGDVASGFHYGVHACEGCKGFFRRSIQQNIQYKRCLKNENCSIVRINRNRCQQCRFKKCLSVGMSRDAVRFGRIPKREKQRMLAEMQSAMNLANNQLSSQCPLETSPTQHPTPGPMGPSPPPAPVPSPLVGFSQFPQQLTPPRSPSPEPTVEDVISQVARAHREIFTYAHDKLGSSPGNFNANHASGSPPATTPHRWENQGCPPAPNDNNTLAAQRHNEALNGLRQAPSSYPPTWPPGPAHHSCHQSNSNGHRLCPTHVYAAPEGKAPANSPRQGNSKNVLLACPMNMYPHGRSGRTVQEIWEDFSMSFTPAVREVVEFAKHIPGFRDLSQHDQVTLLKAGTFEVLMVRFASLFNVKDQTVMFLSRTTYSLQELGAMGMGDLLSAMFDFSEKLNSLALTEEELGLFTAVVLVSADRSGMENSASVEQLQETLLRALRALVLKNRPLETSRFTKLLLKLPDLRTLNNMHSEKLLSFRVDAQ
# PRMT1 inh: inhibitors of human PRMT1; Q99873; recombinant PRMT1, activity-based probe fluorescence polarization; inhibition, % at 2.79 µM; hit rate 1.3% among 370,000; AID 652257;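 active = inhibition above about 21% made by adding two undisclosed values, limit read from the data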
# rCAG RNA binder: r(CAG) repeat RNA binding; AID 651821; inhibition, % at 3 µM; TO-PRO-1 dye displacement fluorescence; hit rate 1.3% among 370,000;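 active = inhibition above the plate cutoff, the mean of all test compounds on that plate plus 3 SD, cut at about 35% in these data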;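 also: 0% = DMSO alone and 100% = 100 µM mitoxantrone as full dye displacement; higher means more dye released from RNA so lower well fluorescence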
# ABHD4 inh: inhibits mouse alpha/beta hydrolase domain 4 | inhibition, % at 8.92 µM | purified mABHD4, FP-Rh probe fluorescence polarization | hit rate 0.54% among 370,000;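 active = inhibition exceeding the mean over every tested compound plus 3 SD, cut at about 30% in these data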;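 also: 0% = plate median of compound wells and 100% = S159A mutant with DMSO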
#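 Test system: mABHD4 protein; Read-out basis: % inhibition; Incubation: 45 min + 60 min at 25 °C; Repeats: single replicate; Technique: fluorescence polarization with parallel and perpendicular emission, 525/598 nm; Compound: 8.92 µM, single dose; Benchmarks: full inhibition S159A mutant plus DMSO, zero as sample-well median.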
# PG9 Ab binder: small molecules binding HIV-1 gp120 antibody PG9; TR-FRET gp120-PG9 antibody binding; hit rate 0.43% among 360,000; AID 624416; inhibition, % at 6.7 µM; in the data active = inhibition above about 8.5%
# LEDGF integ inh: blocks HIV-1 LEDGF/p75-dependent DNA integration; TR-FRET IN-LEDGF/p75 DNA integration, Eu/Cy5; inhibition, % at 3.7 µM; hit rate 0.64% among 370,000;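 active = inhibition above the screen-wide mean plus 3 SD, cut at about 13% in these data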;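 also: signal is the Cy5 over europium emission ratio at 671 and 618 nm; 0% = plate median of compound wells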
# TCR-CD3 inh: blocks the human TCR-CD3 interaction; AID 651800; hit rate 0.37% among 360,000; inhibition, % at 9.4 µM; TAMRA-labeled TCR probe fluorescence, biochemical; in the data active = inhibition above about 19%;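 also: recombinant mutant TCR 2C K166C tagged with TAMRA read by polarization; 0% = receptor in buffer alone and 100% = receptor with positive control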
# HTRA1 inh: blocks human HTRA1 serine peptidase; Q92743; recombinant HTRA1, FP-rhodamine activity-based probe, fluorescence polarization; inhibition, % at 5.96 µM; hit rate 0.5% among 340,000; AID 504803; in the data active = inhibition above about 36%;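 also: 0% = enzyme with DMSO and 100% = wells lacking enzyme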
# TDP2 absorb: TDP2 (human) inhibition, absorbance primary screen; O95551; recombinant TDP2, T5PNP hydrolysis, p-nitrophenol absorbance 415 nm; inhibition, % at 12.8 µM; hit rate 0.34% among 370,000; AID 720702;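 active = inhibition above the mean of all tested compounds plus 3 SD, set per campaign, cut at about 25% in these data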;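 also: 0% = DMSO with enzyme and 100% = buffer with substrate but no TDP2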
# Target sequence (O95551 whole entry, looked up): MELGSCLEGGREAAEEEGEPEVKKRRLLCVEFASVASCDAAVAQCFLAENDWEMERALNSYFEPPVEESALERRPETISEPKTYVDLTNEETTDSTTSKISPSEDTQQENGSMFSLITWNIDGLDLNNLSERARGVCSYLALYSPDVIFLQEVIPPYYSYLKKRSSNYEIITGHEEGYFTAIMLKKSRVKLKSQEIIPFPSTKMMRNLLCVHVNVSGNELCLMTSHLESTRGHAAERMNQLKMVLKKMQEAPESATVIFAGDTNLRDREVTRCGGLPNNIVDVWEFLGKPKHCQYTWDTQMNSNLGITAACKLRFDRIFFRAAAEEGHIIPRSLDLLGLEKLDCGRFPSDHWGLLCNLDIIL
#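 Read-out basis: percent inhibition. System: recombinant human TDP2. Buffer or medium: Mg2+-containing Tris-HCl buffer, pH 7.5. Repeats: single replicate. Timing: reaction 2 h, 37 °C. Benchmarks: high control without enzyme, low control DMSO plus TDP2. Probe or stimulus: 5 mM T5PNP. Doses: 12.8 µM only. Measured by: epi absorbance of p-nitrophenol freed from T5PNP by hydrolysis.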
# SIAE inh: inhibitors of human sialic acid acetylesterase SIAE. Q9HAT2. SIAE FP-Rh probe binding, fluorescence polarization. inhibition, % at 9.66 µM. hit rate 0.69% among 370,000. AID 1053197;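 active = inhibition above a cutoff: mean of compounds within the control limits plus 3 SD of those, cut at about 17% in these data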;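 also: 0% = plate median of compound wells and 100% = probe without SIAE protein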
# * = called active by the depositor; · = no result given. The list is partial; rates above refer to the full screens.
No.	Molecule	Rev-erbA mod	PRMT1 inh	rCAG RNA binder	ABHD4 inh	PG9 Ab binder	LEDGF integ inh	TCR-CD3 inh	HTRA1 inh	TDP2 absorb	SIAE inh
1	CCn1c(SCc2nc3ccccc3c(=O)[nH]2)nnc1-c1cccnc1	-3	1	-4	-2	-1.9	0	6	-3	-4	3
2	CCNC(=O)C1(C)CCCN1C(=O)c1c(F)cccc1F (stereo not given)	-4	-5	4	-3	0.1	5	5	·	2	2
3	COc1cccc(CNC(=O)Cn2ccc3cc(S(=O)(=O)N4CCCC4)ccc32)c1	-2	-2	3	-5	-1.4	0	-3	-4	6	-1
4	Cc1cc(C)n(-c2cccc(CN(C)Cc3nc(-c4cnccn4)no3)c2)n1	-1	-2	-7	-3	-0.3	-1	6	3	-1	-2
5	CNC(=O)CSc1nnc(-c2ccco2)n1-c1ccccc1OC	-2	-1	-1	6	-0.6	0	-3	3	2	-2
6	Oc1cccc(C(=S)N2CCN(Cc3ccccc3)CC2)c1	-5	10	-4	2	0.8	-4	5	1	9	4
7	CCCN1C(=O)/C(=C/c2cc(C)n(C)c2C)SC1=Nc1ccc(OC)cc1	3	1	12	1	-0.6	0	4	1	-1	13
8	Cc1ccccc1Nc1nc(N)nc(CCl)n1	1	10	-3	-4	-0.4	2	-10	4	-6	1
9	NC(=O)c1c(NC(=O)c2c(F)cccc2F)sc2c1CCN(Cc1ccccc1)C2	-1	-3	0	-3	-2.4	-2	-1	-18	6	8
10	Cc1ccc(S(=O)(=O)N2CCCN(S(=O)(=O)c3ccc(C)c(C)c3)CC2)cc1C	1	4	-2	6	0.6	-1	-4	-3	1	-3
11	Cc1ccc(S(=O)(=O)N2CCC(C(=O)NNC(=O)c3ccccc3O)CC2)cc1C	-1	-1	15	1	-0.8	-3	41*	16	-22	1
12	Cc1[nH]n(C2=NCCS2)c(=O)c1N=Nc1ccccc1	0	5	-2	5	-2.9	2	10	-2	-5	6
13	COc1ccc(-n2c(=S)[nH]c3cc(C(=O)NC4CCCCC4)ccc3c2=O)c(OC)c1	-4	-2	0	0	-0.6	6	-2	2	0	-1
14	COc1ccccc1CN(C)CC(=O)Nc1cccc2ccccc12	-1	0	0	-3	0.3	1	4	-7	4	0
15	CC1=C(C(=O)N(C(C)C)C(C)C)CC(CC(=O)NC2CC2)C(=O)N1Cc1ccc(C(C)(C)C)cc1 (stereo not given)	1	-5	2	-4	2.0	1	0	·	-11	1
16	Cc1csc(N(C)C(=O)CSc2nnc(COc3ccccc3C)o2)n1	2	-1	-4	-4	-0.2	0	4	-10	5	-3
17	Cc1ccc2nc(C(O)C(O)c3nc4ccc(C)cc4[nH]3)[nH]c2c1 (stereo not given)	0	-3	2	6	-0.7	1	5	12	9	1
18	COc1cc(CN2CCN(Cc3ccc(C)cc3)CC2)c([N+](=O)[O-])cc1OC	5	-2	-8	6	-1.4	4	4	12	11	9
19	Cc1cc(C)c(C(=O)C[n+]2cccc(C(N)=O)c2)c(C)c1	1	1	1	3	-3.1	0	10	·	6	9
20	O=C(Nc1ccccc1Cl)C(=O)c1cn(CC(=O)N2CCOCC2)c2ccccc12	4	-2	4	-7	0.6	4	-2	-8	1	-20
21	Cc1cc(C)n(CC(=O)Nc2ccc3c(c2)OCO3)c(=O)c1C#N	-4	-1	-1	31*	0.8	-1	2	-5	8	4
22	O=C(OC(C(=O)Nc1cc(Cl)cc(Cl)c1)c1ccccc1)C1=COCCO1 (stereo not given)	3	-2	5	-44	0.9	-3	10	-60	2	-30
23	O=C(COC(=O)C1CC2C=CC1C2)Nc1cccc(S(=O)(=O)N2CCOCC2)c1 (stereo not given)	-7	0	1	3	-1.6	5	5	-3	-13	3
24	Cc1cc(C)cc(NC(=O)NCCCN2CCN(c3ccc(F)cc3)CC2)c1	3	-4	2	5	·	1	·	·	5	-4
25	Fc1cccc(Cc2noc(CN3CCCCC3CCc3ccccn3)n2)c1 (stereo not given)	-4	-1	-13	0	-1.2	-2	10	-4	2	4
26	CCOC(=O)C1C(=O)C=C(c2cccs2)CC1c1ccccc1C (stereo not given)	-4	-3	-1	-6	-1.3	0	-2	-2	-10	16
27	Cc1ccc(NC(=O)c2ccco2)c(NC(=O)c2ccccc2)c1	5	3	-1	12	-4.3	1	-2	-3	-1	-6
28	C[C@@H](NC(=O)[C@@H]1Cc2ccccc2CN1C(=O)OC(C)(C)C)C(=O)NCc1ccco1	-1	-2	-5	2	2.4	3	1	5	0	5
29	COc1ccc(S(=O)(=O)N(C)CC(=O)NCC2CCCO2)cc1OC (stereo not given)	8	-2	1	2	-0.4	0	8	-4	1	2
30	Cc1ccc(C(=O)N/N=C\c2ccccc2[N+](=O)[O-])cn1	-3	-4	4	4	-1.7	6	3	1	6	2
31	CN(C)Cc1c(O)ccc2occ(C(=O)c3ccccc3)c12	2	4	2	11	0.3	-3	-4	-2	5	0
32	CCOc1ccc(NC(=O)CN(C)C(=O)c2ccc3nc(CC)c(CC)nc3c2)cc1OCC	1	-2	-9	2	0.8	-1	0	-2	16	6
33	COC(=O)COc1ccc(S(=O)(=O)N2CCCCCC2)cc1	3	0	-5	-1	-1.9	-1	0	4	5	3
34	CCCC1=C(C(=O)OCC)C(c2ccncc2)n2ncnc2N1 (stereo not given)	1	3	-4	-3	1.5	-1	-10	3	-2	1
35	O=C(c1ccc(F)cc1F)N1CCC(N2CCC(C(=O)N3CCOCC3)CC2)CC1	-4	0	-2	-1	-1.0	3	10	-1	18	1
36	CCOC(=O)c1c(NC(=O)CSc2nnc(C)c(=O)[nH]2)sc2c1CCC2	-4	-3	25	-4	-1.6	0	3	3	2	-11
37	CCOC(=O)N1N=C(c2ccc(OC)cc2)CC1(O)C(F)(F)F (stereo not given)	-3	4	-7	-7	0.2	-2	-2	4	-1	-9
38	COc1cc(NC(=O)c2cc(-n3cnnc3)ccc2Cl)cc(OC)c1	0	-3	5	-3	1.0	1	5	-12	3	-8
39	Cc1cc(Nc2nc3ccccc3[nH]c2=O)n(-c2ccccc2)n1	-6	2	4	-1	0.5	3	0	-8	-6	-5
40	CCN(CC(=O)Nc1ccc(Cl)c(C(F)(F)F)c1)CC(=O)NC1CCS(=O)(=O)C1 (stereo not given)	-4	2	-4	0	-0.8	7	-2	3	2	-1
41	O=C(CCl)NC1CCCCN(Cc2cccc(C(F)(F)F)c2)C1=O (stereo not given)	5	3	1	-7	·	0	·	·	-1	1
42	S=C1NCCNC(=S)NCCOCCOCCN1	9	1	-7	-3	-1.6	-4	-7	·	-7	1
43	CCn1nc(C)cc1C(=O)N1CCc2c([nH]c3ccccc23)C1c1cc(F)ccc1F (stereo not given)	1	-3	-6	-6	-1.3	5	2	·	0	4
44	Cc1ccc(N(CC(=O)NC(C)C)C(=O)CCC(=O)Nc2nccs2)cc1	3	-1	-1	-9	0.3	-1	-14	2	-28	-5
45	CCN(CC(=O)Nc1ccccc1C(F)(F)F)CC(=O)NC1CC1	-3	2	0	3	0.2	0	4	9	4	-3
46	O=C(c1cnn(C(=O)CN2CCCC2=O)c1)c1ccccc1O	-7	3	4	-4	0.8	-6	-10	5	0	2
47	CCOc1cccc2cc(C(=O)N3CCOCC3)c(=O)oc12	-5	3	-3	5	-0.2	-3	-1	0	6	-3
48	Cc1ccc2c(C(=O)CNc3nncs3)c(C)[nH]c2c1	6	-2	6	8	-14	3	4	7	-8	8
49	O=C(Nc1ccc(F)cc1F)N1CCCCCC1	0	4	-4	6	1.5	-6	0	0	-6	-1
50	Cc1cc(OCC(=O)Nc2ccccc2C)no1	1	1	1	0	-1.3	0	-5	0	8	3

# Brought forward from above: 2 compounds; new compounds follow.
No.	Molecule	Rev-erbA mod	PRMT1 inh	rCAG RNA binder	ABHD4 inh	PG9 Ab binder	LEDGF integ inh	TCR-CD3 inh	HTRA1 inh	TDP2 absorb	SIAE inh
49	O=C(Nc1ccc(F)cc1F)N1CCCCCC1	0	4	-4	6	1.5	-6	0	0	-6	-1
50	Cc1cc(OCC(=O)Nc2ccccc2C)no1	1	1	1	0	-1.3	0	-5	0	8	3
51	C=CCNC(=O)c1cc(-c2ccncc2)nc2c(C)cc(C)cc12	-5	4	2	-5	0.2	2	-5	-4	8	2
52	COc1ccccc1NS(=O)(=O)c1cccc(NC(=O)Cc2cccs2)c1	2	-1	6	-4	-1.0	3	0	-14	-4	-2
53	Nc1cc(C(=O)OCC(=O)NCCNC(=O)COC(=O)c2ccc(Cl)c(N)c2)ccc1Cl	5	-4	1	6	-1.7	1	0	-2	4	5
54	O=C1CNC(=S)N1c1nc2ccccc2s1	-1	-1	6	0	0.6	0	-1	-4	3	-5
55	Cc1ccc(S(=O)(=O)c2nc(NC3CCS(=O)(=O)C3)sc2Cl)cc1 (stereo not given)	1	-1	1	-6	1.5	1	-2	-4	-13	1
56	Cc1cc(C)n2cc(CSCc3ccco3)nc2n1	-7	3	2	11	0.0	1	8	7	10	14
57	CC(O)CN(CC(C)O)c1ccc2c(c1)Cc1cc([N+](=O)[O-])ccc1-2 (stereo not given)	16	0	7	-7	-16	-8	-46	14	-14	3
58	Cc1ccc(C(=O)Nc2ccc3c(c2)C(=O)N(C)C3=O)c(C)c1	7	0	0	1	0.3	3	-8	0	5	8
59	CCOc1ccccc1N1CCN(C(=O)CCNS(=O)(=O)c2ccccc2F)CC1	-4	6	-7	3	-0.5	0	-7	6	-1	1
60	CCOC(=O)C1CCN(C(=O)c2cc3cc(C)ccc3[nH]2)CC1	8	0	-7	2	1.1	-2	-3	-4	13	-3
61	CCOc1ccc(OCC)c(NC(=O)C2CCCN(C(=O)c3ccc(Cl)cc3)C2)c1 (stereo not given)	-2	1	1	-1	0.1	-5	-6	-12	4	0
62	Cc1onc(-c2c(Cl)cccc2Cl)c1C(=O)NC(C)(C)CO	4	2	0	3	0.0	-3	7	0	4	0
63	CCc1ccc(NC(=O)COC(=O)CC2CCCC2)cc1	8	1	-1	6	-0.8	-2	-4	-5	3	4
64	CC(C)CNC(=S)N(CCO)Cc1cc2cc3c(cc2[nH]c1=O)OCO3	-2	-1	0	7	1.0	-4	-10	7	-1	-2
65	Cn1c(Cn2c(=O)sc3ccccc32)nnc1SCC(=O)N1CCN(c2ccccc2)CC1	2	-1	1	-10	-0.3	7	1	4	4	-2
66	O=C(NCc1ccc(Cl)c(Cl)c1)O[C@H]1CC[C@@]23CCCN2C(=O)CCC[C@H]3C1	1	3	·	3	·	-2	·	·	-4	1
67	CN(C)/C=C(\c1cnc(Cl)s1)S(=O)(=O)c1ccccc1	-6	-1	1	0	-1.3	-7	2	5	-11	7
68	OCC(O)C(O)C(O)C(O)C1NCCS1 (stereo not given)	4	32*	9	-1	-2.0	-1	-10	-1	-11	1
69	Cc1ccccc1NCc1ccc(O)c2ncccc12	1	5	-1	14	2.1	-10	-9	17	4	0
